MCF10A rereplic: inducers of DNA re-replication in MCF 10A breast cells | AID 624296 | MCF 10A DNA re-replication, Hoechst nuclear intensity, 48 h | Potency, µM (doses to about 46.1 µM), for inactives: at the top dose activity, positive = re-replication, most hits filed as activators | 2.9% of 350,000 active; also: potency is read from the fitted curve at half-maximal effect; % of control where 0% means no effect; nearly all actives have a fitted effect of over 50% in size
SW480 rerep: DNA re-replication induction in SW480 cells. Potency, µM (titrated, usually from 46.1 µM), for inactives: at the top dose re-replication activation, actives largely listed as activators. AID 624297. SW480 DNA re-replication, Hoechst DNA content imaging, 48 h. 1.8% of 340,000 active; also: potency is read from the fitted curve at half-maximal effect; % of control where 0% means no effect; nearly all actives have a fitted effect of over 55% in size
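250 cells/well; 23 nL cpd via pin tool; 48 hr, 37 C, 5% CO2; Hoechst 40 min; imager read of total nuclear intensity, ex 405/em 500-530 nm.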
HT1080 IDH1KD tx: HT-1080 IDH1 knockdown cell toxicity (counter line); Potency, µM (top dose mostly 46.1 µM), for the others: at the highest dose activity, negative = toxicity, actives largely listed as cytotoxic; 2% of 360,000 active; HT-1080 IDH1 knockdown viability, ATP luminescence, 48 h;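 also: potency is read from the fitted curve at half-maximal effect; 0% = DMSO wells and -100% = cell-free medium wells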
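Assay cells: HT-1080 with IDH1 knockdown, 750 per well, RPMI/5% FBS. Exposure: 48 h at 37 °C following 2 h pre-incubation. Read: CellTiter-Glo luminescence; fitted concentration-response, curve class assigned.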
KB-3-1 cytotox: KB-3-1 parental cell cytotoxicity; 1.4% of 400,000 active; Potency, µM (series often up to 46.1 µM), for the others: at the highest dose activity change, negative = cytotoxic, hits mostly cytotoxic; KB-3-1 viability, CellTiter-Glo ATP luminescence, 72 h; also: potency is read from the fitted curve at half-maximal effect; % is scaled to controls: 0 for no effect and ±100 for the full control effect; nearly all actives have a fitted effect of over 60% in size
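Here the drug-naive KB-3-1 line serves as comparator for MDR sub-line selectivity; cells received compound titrations, 72 h at 37 °C, then CellTiter-Glo readout.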
GLP1R cytotox: cytotoxic in the GLP-1 receptor inverse agonist counter-screen | Potency, µM (top dose mostly 38.3 µM), for the others: at the highest dose activity change, negative = inhibition, hits mostly inhibitors | HEK293 cAMP-luciferase reporter cells, luminescence, 24 h | 0.13% of 410,000 active | AID 624418;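 also: loss of luciferase light is scored as toxicity; potency is read from the fitted curve at half-maximal effect; % is scaled to controls: 0 for no effect and ±100 for the full control effect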
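Step one: seed cells (200 cells/uL, DMEM with 10% Nu serum, 1% pen-strep). Step two: 12-hour incubation at 37 deg C. Step three: pin 23 nL compound, incubate 24 hr. Step four: add luciferase reagent, read luminescence 12 min later.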
KB-V1 cytotox: KB-V1 MDR subline cytotoxicity; KB-V1 MDR cells viability, CellTiter-Glo, 72 h; Potency, µM (top dose mostly 46.1 µM), for the others: at the highest dose activity change, negative = cytotoxicity, hits mostly cytotoxic; 3.4% of 400,000 active; AID 1347076; also: potency is read from the fitted curve at half-maximal effect; % is scaled to controls: 0 for no effect and ±100 for the full control effect; nearly all actives have a fitted effect of over 60% in size
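KB-V1, DMEM (no phenol red) + 10% FBS; cpd pin-transferred, titration series; 72 h, 37 degrees C; CellTiter-Glo, luminescence. Data normalized, curve-fit.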
HT1080NT lethal: kills 2HG-producing HT-1080-NT fibrosarcoma cells; HT-1080-NT fibrosarcoma viability, CellTiter-Glo ATP luminescence, 48 h; Potency, µM (titrated, usually from 46.1 µM), without a hit: at the top dose activity, negative = less viability, most hits filed as cytotoxic; 1.6% of 360,000 active;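 also: NT is the 2HG producing partner of a matched IDH1 knockdown line; potency is read from the fitted curve at half-maximal effect; 0% = DMSO-treated cells and -100% = media-only wells without cells; nearly all actives have a fitted effect of over 55% in size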
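Fibrosarcoma NT cells, 750 per well in 5% FBS RPMI, were exposed to compound for 48 hours. Viability: CellTiter-Glo luminescence.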
IL-1B inflam inh: inhibitors of inflammasome signaling (IL-1 beta secretion); THP-1 LPS/ATP IL-1B secretion, AlphaLISA, 16 h; stronger effect = lower value; activity change, % at 57.5 µM; 4.7% of 360,000 active; AID 743279; in the data active = activity change below about -50%; inconclusive = mostly about -30% to -49%; also: % is scaled to controls: 0 for no effect and ±100 for the full control effect
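THP-1 cells pretreated 1 hr with compounds (up to 57.5 uM final), then stimulated with LPS (250 ng/mL final) plus ATP (1.25 mM final); secreted IL-1B measured by AlphaLISA after 16 hr, decreased signal indicating inhibition.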
D3 ag: D3 dopamine receptor (human) agonism | D3R DiscoveRx beta-arrestin cells, luminescence, 90 min | P35462 | 0.58% of 410,000 active | max activation, %; in the data active = max activation above about 30%; also: 0% is about no effect; mostly tested at two doses, the higher about 12 µM
Target sequence (P35462 whole entry, looked up): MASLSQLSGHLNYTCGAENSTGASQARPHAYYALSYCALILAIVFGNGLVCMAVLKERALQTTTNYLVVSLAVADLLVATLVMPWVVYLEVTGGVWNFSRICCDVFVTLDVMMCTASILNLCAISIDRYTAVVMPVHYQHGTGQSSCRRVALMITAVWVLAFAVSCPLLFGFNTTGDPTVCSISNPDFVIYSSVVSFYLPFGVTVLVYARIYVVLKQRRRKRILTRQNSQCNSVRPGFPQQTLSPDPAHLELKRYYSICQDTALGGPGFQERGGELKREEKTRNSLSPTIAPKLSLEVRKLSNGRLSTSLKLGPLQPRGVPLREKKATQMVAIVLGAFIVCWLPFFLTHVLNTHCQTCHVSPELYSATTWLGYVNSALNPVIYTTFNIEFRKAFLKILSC
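Cells at 1500/well, incubated overnight, then treated with pinned compounds (dopamine as control) for 90 min at 37 degrees C. DiscoveRx reagent added for 30 - 60 minutes at room temperature; luminescence read.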
The depositor's hits bear a star; ? = inconclusive; . = not tested or not shown; [ ] = dose if it differs, or a comment. Unless noted, calls follow the shape of the dose curve; as a rule, active = well fitted curve in the direction sought with a large enough effect; inconclusive = small, poorly fitted or top-dose-only effect, or another doubt; inactive = no such curve, though single readings can be large; an effect the other way counts as inactive or inconclusive.

SMILES	MCF10A rereplic	SW480 rerep	HT1080 IDH1KD tx	KB-3-1 cytotox	GLP1R cytotox	KB-V1 cytotox	HT1080NT lethal	IL-1B inflam inh	D3 ag
COc1cc2c(cc1OC)C(c1cc(C)ccc1C)CC(=O)N2 (stereo unspecified)	0.65µM*	0%	-4%	0%	-23%	?	-12%	60	-1
CCOC(=O)c1[nH]c2ccc(C(=O)OC)cc2c1C(=O)OCC	13%	-9%	3%	-12%	-9%	-2%	1%	20	6
Cc1cc(NC(=O)CCCC(=O)Nc2ccc(F)cc2)no1	1%	-7%	7%	17%	0%	25%	16%	11	0
COc1ccc(NC2c3ccccc3C(=O)N2c2ccccn2)cc1 (stereo unspecified)	-1%	-16%	8%	0%	-21%	9%	4%	0	-2
O=C(NCc1ccncc1)c1ccc(Oc2ccccc2)cc1	2%	2%	-27%	?	-5%	?	-21%	-66*	3
Cc1ncc2c(c1OC(=O)c1ccc([N+](=O)[O-])cc1)COC(C)(C)OC2	1%	-1%	-6%	-3%	12%	17%	1%	7	-11
COc1ccc(CNC(=O)O[C@H]2C[C@@H]3C(=O)N(c4ccccc4)C(=O)[C@@H]3[C@@H]3CN(S(=O)(=O)c4ccc(C)cc4)C[C@]23O)cc1OC	.	.	8%	?	1%	13%	13%	-17	-7
Cc1c(NC(=O)c2cnn3c2NC(c2ccccc2)CC3C(F)(F)F)c(=O)n(-c2ccccc2)n1C (stereo unspecified)	1%	?	-19%	-16%	1%	-8%	-3%	7	16
Cc1ccc(S(=O)(=O)N(Cc2cccc(C)c2)C(=O)N2CCN(C)CC2)cc1	1%	-1%	5%	7%	6%	1%	4%	2	1
O=C(NCCSCc1ccco1)c1ccc(=O)[nH]c1	-25%	5%	3%	0%	-2%	3%	-8%	-2	1
Cc1ccc(NC(=O)COC(=O)c2cc(Cl)ccc2[N+](=O)[O-])c(C)c1	-6%	-12%	8%	17%	-13%	19%	13%	1	3
N#Cc1c(/N=C/c2ccco2)sc2c1CCC2	13%	1%	6%	11%	-11%	?	1%	2	1
COCC(C)n1c(C)cc(C(=O)COC(=O)c2cc(=O)[nH]c3ccccc23)c1C (stereo unspecified)	7%	-3%	-5%	-11%	1%	21µM*	1%	-12	-5
O=C(NCCOc1ccccc1Cl)c1ccc2c(c1)S(=O)(=O)c1cc(Cl)ccc1C2=O	-5%	-12%	1%	2%	1%	-7%	10%	23	2
CCOc1ccc(N(CC(=O)N2CCCCCC2)S(=O)(=O)c2ccc(F)cc2)cc1	4%	0%	-1%	24%	-14%	-1%	3%	-5	-10
COc1ccc(N2CCN(C(=O)C3CCN(S(=O)(=O)Cc4ccccc4)CC3)CC2)cc1	.	.	.	-4%	-3%	?	.	.	14
Cc1ccc(S(=O)(=O)Nc2cc(C(=O)N3CCOCC3)ccc2N2CCCCC2)cc1	14%	-4%	2%	14%	-3%	4%	5%	4	1
O=C(C1CCC(CNS(=O)(=O)c2ccc(Br)s2)CC1)N1CCN(c2ccccc2Cl)CC1 (stereo unspecified)	.	.	.	-8%	-4%	-4%	.	.	5
CS(=O)(=O)N1CCCC(C(=O)NCCN2CCC(Cc3ccccc3)CC2)C1 (stereo unspecified)	-1%	1%	12%[9.24 µM]	2%	-5%	6%	10%	9	-14
CCOC(=O)N1CCC2(CC1)C(C#N)=C(N)Oc1n[nH]c(CSc3ccc(C)cc3)c12	20%	-3%	?	11%	?	8%	?	8	-1
CCc1cc2cc(OC)ccc2nc1SCC(=O)Nc1cc(OC)c(OC)cc1C(=O)O	-3%	-10%	6%	11%	2%	0%	6%	20	-9
Cc1noc(C)c1S(=O)(=O)N(C)C[C@H]1Oc2c(NC(=O)Nc3ccc(C(F)(F)F)cc3)cccc2C(=O)N([C@H](C)CO)C[C@@H]1C	?	5%	?	0%	-19%	0%	-19%	-21	13
COc1ccccc1NS(=O)(=O)c1cc(NC(=O)Nc2ccc(Cl)cc2Cl)ccc1N1CCCCC1	3%	-8%	-19%	?	-1%[1.53 µM]	10µM*	6%	-5	9
O=C(c1ccc(C(F)(F)F)cc1)c1c[nH]c(C(=O)NCCCn2ccnc2)c1	?	-7%	?	-5%	3%	-2%	-7%	-1	-16
CCOc1ccc(NC(=O)c2cc3c(s2)-c2ccccc2OC3)cc1	.	.	.	-14%	-4%	-16%	.	.	-19
CCOc1ccc(-n2nnc3c(=O)n(CC(=O)Nc4cc(C)on4)cnc32)cc1	11%	28%	13%	11%	1%	7%	0%	-6	6
CC(=O)c1ccc(NC(=O)c2noc(C)c2[N+](=O)[O-])cc1	?	?	1%	2%	3%	12%	2%	-4	-2
Cc1ccc(S(=O)(=O)CCc2nnc(NC(=O)CCl)s2)cc1C	?	?	15µM*	?	-3%	-5%	?	-100*	3
Cc1ccc(CNCc2cccnc2)cc1	-2%	-2%[9.22 µM]	3%	-1%	-6%	5%	3%	20	0
CCNC(=O)CSc1ncnc2sccc12	-2%	-1%	14%	19%	-10%	0%	12%	13	1
Cc1ccc(CSCC(=O)N/N=C/c2sccc2C)cc1	?	-3%	-13%	-3%	-4%	6%	-7%	5	2
COc1ccc(N=Cc2nc(-c3ccccc3)oc2OC(C)=O)cc1	0%	?	0%	-2%	2%	5%	1%	-9	-1
CCOC(=O)C1=C(C(=O)OCC)N(Cc2ccccc2)CCC1=O	-4%	5%	-1%	3%	4%	-7%	-2%	-2	-4
Cc1cc(C)cc(NC(=O)CSc2nc(=O)n(CCCN3CCOCC3)c3c2CCCC3)c1	?	1%	-6%	-6%	20%	-11%	1%	-52*	-9
CC(C)C[C@H](NC(=O)N1CCn2c1nc1ccccc12)C(=O)NCc1ccco1	2%	-2%	-8%	11%	-2%	-18%	0%	-6	-6
Cn1c(CCNC(=O)c2cc(COc3ccc(F)c(F)c3)on2)nc2ccccc21	6%	-3%	-11%	4%	-22%	-20%	-1%	-9	7
O=C(CCS(=O)(=O)c1cc(Br)cc2c1N(C(=O)C1CC1)CC2)N1CCN(c2ccc(F)cc2)CC1	.	.	.	0%	22%	-2%	.	.	-7
COc1ccc(-c2csc(NC(=O)c3ccc(OCC(=O)N4CCOCC4)c(OC)c3)n2)cc1OC	?	-2%	-15%	?	?	?	-9%	-94*	15
CC1(C)CC(=O)c2c(O)cc(OCC(=O)N3CCN(c4ccc(F)cc4)CC3)cc2O1	1%	7%	-5%	-10%	8%	?	0%	-55*	4
COc1cccc(/C=C2\Sc3ccc(C(=O)NCC4CCCO4)cc3N(C)C2=O)c1 (stereo unspecified)	?	8%	-11%	1%	-37%	12%	0%	-10	-2

An excerpt of these results, in CSV form:
smiles,MCF10A rereplic,SW480 rerep,HT1080 IDH1KD tx,KB-3-1 cytotox,GLP1R cytotox,KB-V1 cytotox,HT1080NT lethal,IL-1B inflam inh,D3 ag
Cc1ccc(S(=O)(=O)N(Cc2cccc(C)c2)C(=O)N2CCN(C)CC2)cc1,1%,-1%,5%,7%,6%,1%,4%,2,1
CCOc1ccc(N(CC(=O)N2CCCCCC2)S(=O)(=O)c2ccc(F)cc2)cc1,4%,0%,-1%,24%,-14%,-1%,3%,-5,-10

Remaining list, next part.
SMILES	MCF10A rereplic	SW480 rerep	HT1080 IDH1KD tx	KB-3-1 cytotox	GLP1R cytotox	KB-V1 cytotox	HT1080NT lethal	IL-1B inflam inh	D3 ag
C=CCn1c(C)cc(C(=O)CSc2nc(N)cc(N)n2)c1C	-5%	1%	5%	-21%	0%	9%	1%	2	1
COc1ccc(C(=O)Nc2ccc(S(=O)(=O)Nc3nccc(C)n3)cc2)cc1	17%	19%	4%	2%	0%	-7%	6%	8	1
Cc1c(Nc2c3ccccc3nc3ccccc23)c(=O)n(-c2ccccc2)n1C	-2%	0%	16%	2%	46%[activator]	0%	13%	6	-4
N#Cc1c(-n2cccc2C=O)sc2c1CCCC2	-9%	8%	1%	-7%	13%	-6%	2%	0	4
Cc1cc(OCCCCCN2CCCC2)ccc1Cl	?	?	-22%	-1%	-9%	-5%	-24%	-9	-28
CC(NC(=O)c1ccccc1)C(=O)OCn1nnc2ccccc2c1=O (stereo unspecified)	2%	-5%	-2%	2%	1%	-4%	-4%	-5	3
O=C(Nc1ccc(NC(=O)c2cccnc2)cc1)c1ccccc1	-3%	-34%[inhibitor]	20%	12%	7%	13%	14%	2	1
Cn1cccc1C(NC(=O)c1ccccc1)C(Cl)(Cl)Cl (stereo unspecified)	-13%	-18%	0%	-2%	-1%	-2%	0%	1	5
COCCNC(=O)c1cc(-c2ccccc2OC)on1	?	?	-24%	9.2µM*	-18%	?	?	34	-4
CCCCn1c(N)c(N(CC(C)C)C(=O)C2CCN(S(=O)(=O)c3ccccc3)CC2)c(=O)[nH]c1=O	11%	?	2%	7%	3%	25%	7%	-3	6
Cc1nn(-c2ccccc2)c(C)c1/C=C/C(=O)OCC(=O)Nc1ncc(C(F)(F)F)cc1Cl	?	?	-4%	-4%	13%	-16%	-9%	11	-7
Cc1cccc(N2CCN(c3ccc4cc(S(=O)(=O)N5CCCCC5)ccc4n3)CC2C)c1 (stereo unspecified)	9%	-9%	9%	-1%	-11%	-13%	0%	42	-2

Arranged by SMILES length (lowest first): three of the compounds above.
SMILES	MCF10A rereplic	SW480 rerep	HT1080 IDH1KD tx	KB-3-1 cytotox	GLP1R cytotox	KB-V1 cytotox	HT1080NT lethal	IL-1B inflam inh	D3 ag
COCCNC(=O)c1cc(-c2ccccc2OC)on1	?	?	-24%	9.2µM*	-18%	?	?	34	-4
O=C(Nc1ccc(NC(=O)c2cccnc2)cc1)c1ccccc1	-3%	-34%[inhibitor]	20%	12%	7%	13%	14%	2	1
CC(NC(=O)c1ccccc1)C(=O)OCn1nnc2ccccc2c1=O (stereo unspecified)	2%	-5%	-2%	2%	1%	-4%	-4%	-5	3

Compound activity (PubChem BioAssay)
